RmlCD inh mix: mixture blocks RmlC and RmlD coupled enzyme activity; RmlC/RmlD coupled enzyme inhibition, 384-well mixture HTS; inhibition, % at 5.5 µM; actives 0.39% (n = 110,000); AID 1532; in the data active = inhibition above about 30%, passing the limit was not always enough; also: strong numbers were not always called active
RT RNaseH block: blocks HIV-1 RNase H cleavage of RNA/DNA duplex. RT-RNase H RNA/DNA duplex cleavage, fluorescence. inhibition, % at 10 µM. actives 1.9% (n = 65,000). AID 565; in the data active = inhibition above about 50%
Active calls of the source: *; / = no result given; & = joins results of further samples. Only part of the results is shown, so the mix of outcomes need not match the whole.

SMILES | RmlCD inh mix | RT RNaseH block
Cc1ccc(C(C(=O)NC2CCCCC2)N(C(=O)c2csnn2)C2CC2)o1 (stereo unspecified) | -30 | 0
COc1ccc(-c2noc(Cc3ccccc3OC)n2)cc1 | 15 | -33
CCOC(=O)c1c(C)cccc1OCC(N)=O | 4 | -10
O=C(CN1C(=O)c2ccccc2C1=O)OC(C(=O)c1ccc(Cl)cc1)c1ccccc1 (stereo unspecified) | -5 | /
CCCc1nc2scc(-c3ccc(C)cc3)c2c(=O)n1N | -11 | /
CCCCCC(=O)Nc1cccc(-c2nc3ncccc3o2)c1 | -11 | 0
COc1ccc2[nH]cc(CCN3C(=O)CCC3=O)c2c1 | 4 | /
CCOc1ccc(OCC)c(NC(=O)C2CCCN(c3ncccn3)C2)c1 (stereo unspecified) | 9 | -17
Cc1cc(Nc2ncc(Cl)cc2Cl)n[nH]1 | 4 | -2
COc1cccc(C2CC(c3cccc(Br)c3)n3nc(N)nc3N2)c1 (stereo unspecified) | -10 | -2
CCC1=NC(c2ccccc2Cl)N(O)C1(C)C (stereo unspecified) | 5 | -11
Cc1cc(C)nc(NC(=O)c2c(-c3ccccc3Cl)noc2C)n1 | -23 | -10
O=C1c2ccsc2SCCN1Cc1ccc(Cl)cc1Cl | -15 | /
O=C(COC(=O)c1cc([N+](=O)[O-])ccc1NCc1ccccc1)NC1CCCc2ccccc21 (stereo unspecified) | -10 | /
O=C(CN1CCCC1)Nc1ccccc1Cl | 9 | /
Cc1cc(Cl)c(S(=O)(=O)N2CCN(c3ccccc3)CC2)cc1OCC(N)=O | -6 | /
CCN(CC)C(=O)c1sc2nc(-c3ccccn3)[nH]c(=O)c2c1C | / | 5
CN(C)c1cccc(NC2=CC(=[N+]3CCOCC3)CC(C)(C)C2)c1 | -8 | /
CC1(C)CC(=O)C=C(N=CC2=C(O)CC(C)(C)CC2=O)C1 | -7 | -4
O=C(O)CCSc1nc2ccccc2s1 | -7 | 29

2 entries drawn at random from those above:
SMILES | RmlCD inh mix | RT RNaseH block
COc1ccc2[nH]cc(CCN3C(=O)CCC3=O)c2c1 | 4 | /
CN(C)c1cccc(NC2=CC(=[N+]3CCOCC3)CC(C)(C)C2)c1 | -8 | /

Further records follow:
SMILES | RmlCD inh mix | RT RNaseH block
COc1cccc(C2=N/C(=C\N(C)C)C(=O)O2)c1 | -1 | -13
CC(NC(=O)c1nn(C)c(=O)c2ccccc12)c1ccc(F)cc1 (stereo unspecified) | 5 | -8
COCc1nnc(NC(=O)c2cccs2)s1 | -5 | 2
CC#CCN1c2ccccc2[C@]23C[C@@H](C(=O)OC)N(C(=O)C4CCC4)C2=NC(C(=O)OC)=C(C(=O)OC)[C@H]13 | 4 | /
Oc1cccc(-c2nc3ccccc3s2)c1 | / | -11
CCN(CC)CCN1C(=O)C(=O)/C(=C(/O)c2ccc(OCC(C)C)cc2)C1c1ccncc1 (stereo unspecified) | / | 0
C/C(=C\C(=O)c1ccc(Br)cc1)Nc1cccc(Cl)c1 | -16 | /
Cc1ccc(C2CC(=O)N3CN(c4ccc(Br)cc4)CSC3=C2C#N)o1 (stereo unspecified) | 3 | 40
Cc1ccc(S(=O)(=O)C2CCOC2=O)cc1 (stereo unspecified) | 6 | /
CCNC(=O)N(C)c1nncnc1C(=O)NC | / | -1
CC(C)(C)NC(=O)C(c1ccncc1)N(C(=O)c1csnn1)C1CC1 (stereo unspecified) | 8 | -5
CCC(=O)N(CCc1ccccc1C)Cc1cc2cc3c(cc2[nH]c1=O)OCO3 | 17 | -6
N#Cc1c(-c2ccc(Br)cc2)nc2n(c1=O)CCCS2 | -8 | /
COc1cc2nc(N3CCN(C(=O)C4CCCO4)CC3)nc(N)c2cc1OC (stereo unspecified) | 24&17 | -3&-6
CCn1c(=O)c(NC(=O)c2ccccc2)c2n(c1=S)CCCCC2 | -12 | /
COc1ccc(NC(=O)CSc2ncccc2C(=O)OC(C)C)cc1OC | 8 | /
O=C(Cc1cccs1)N/N=C/C(Br)=C/c1ccccc1 | -5 | /
CN([C@@H](Cc1ccc(OS(=O)(=O)c2cccc3cnccc23)cc1)C(=O)N1CCN(c2ccccc2)CC1)S(=O)(=O)c1cccc2cnccc12 | 6 | /
COc1ccccc1N1CCN(C(=O)c2ccc(Cl)c(S(=O)(=O)NCc3ccco3)c2)CC1 | -18 | /
O=C(CN1CCC(n2nnc3cc(C(F)(F)F)ccc32)CC1)Nc1ccc2c(c1)OCCO2 | -5 | -5
Cc1ncc(S(=O)(=O)c2ccccc2)c(-c2ccc(Cl)cc2Cl)n1 | -8 | /
Cc1ccccc1NC(=O)C1CC(Cl)=CCC1C(=O)O (stereo unspecified) | 3 | -2
Cc1ccc(-n2c3c(c(=O)[nH]c2=S)C(C(F)(F)F)(C(F)(F)F)NC(=O)N3)cc1 | -12 | /
CCO[C@H]1OC(C(=O)NC2CC2)=C[C@@H](c2ccc(Br)cc2)[C@@H]1CCCO | -7 | /
COc1ccccc1NC(=O)CSc1nnc(-c2ccccc2)o1 | 4 | -19
COc1cccc(NC(=O)COC(=O)c2ccco2)c1 | -11 | -1
O=C(Oc1cccnc1)c1cccc(Cl)c1 | -12 | -10
O=C(CCCCCN1C(=O)c2ccccc2C1=O)NCCc1nc2ccccc2[nH]1 | -15 | 2
CCOC(=O)C1=C(C)NC(=O)C(C(N)=O)C12CCCC2 (stereo unspecified) | 0 | /
COC(=O)c1ccc(-c2nn(C)c(=O)c3ccccc23)cc1 | -3 | -17
CCN1CCC(NC(=O)c2cc(OC)c(OC)cc2OC)CC1 | -5 | -10
COC(Cc1nnc(SC)n1-c1ccc(Cl)cc1)OC | 1 | /
COCCNC(=O)C(OC(=O)c1cccs1)c1ccccc1 (stereo unspecified) | 12 | -5
C1CCCN(CCCCN2CCCCCC2)CC1 | / | -10
CCn1c(SCC(=O)N2CCN(c3ccc(F)cc3)CC2)nc2ccccc2c1=O | 13 | -45
CCOC(=O)c1[nH]c2ccccc2c1NC(=O)c1ccc2c(c1)OCO2 | -5 | -2
CCN(CC)c1nc(-c2ccccc2)cc(C(F)(F)F)c1C#N | -18 | /
C/C=C/Cn1c(SC)nc2c1c(=O)[nH]c(=O)n2C | 12 | 77*
Cc1cc(C)cc(N(C(=O)c2ccc3c(c2)OCO3)C2C=CS(=O)(=O)C2)c1 (stereo unspecified) | -2 | -11
CCCCNC(=O)CN(c1cccc(F)c1)S(C)(=O)=O | -14 | /
O=C(NCc1ccc2c(c1)OCO2)C1(S(=O)(=O)c2ccccc2)CC1 | -9 | /
Cc1ccc(CNC(=O)C(OC(=O)c2ccco2)C(C)C)cc1 (stereo unspecified) | -11 | 1
Cc1c(C(=O)NCCN2CCOCC2)oc2ccc(S(=O)(=O)N3CCCCCC3)cc12 | -4 | 1
COc1ccc(N/C=C(/C(C)=O)c2ccccc2)cc1 | 15 | /
Cc1cc(Nc2ccc(N3CCC(C)CC3)cc2)n2ncnc2n1 | -1 | 18
C=CCSC1=N/C(=C\c2sccc2C)C(=O)S1 | 13 | /
Cc1cc2nc(C)n3c4ccccc4nc3n2n1 | / | -24
OC(Cn1ccnc1)c1ccc(Cl)cc1Cl (stereo unspecified) | -4 | -4
CC(C)C(NC(=O)COc1ccc2ccccc2c1)C(=O)N/N=C/C=C/c1ccccc1 (stereo unspecified) | 9 | /
CON(C)c1nc(OCCNC(=O)OCc2ccc(Cl)cc2Cl)nc(N(C)C)n1 | 9 | -18
O=C(O)C1CCCCC1C(=O)NCc1cn2ccccc2n1 (stereo unspecified) | -9 | -11
Cc1ccc(-n2c(Cc3cccn3C)nnc2SCC(=O)N2CCc3ccccc32)cc1 | -10 | -19
COc1ccc([C@H]2[C@H]3C=CC[C@@H](C)[C@@H]3C(=O)N2Cc2ccccc2)cc1Cl | 7 | /
CC(=O)C1=C(C)NC(SCC(N)=O)=C(C#N)C1c1cccs1 (stereo unspecified) | 6 | /
COc1ccc(C(C#N)N2N=C(C)CC2(C)C)cc1OC (stereo unspecified) | -11 | /
O=S(=O)(Nc1nc2c(s1)CCCC2)c1ccc(Br)cc1 | -12 | /
Cc1csc(NC(=O)CCS(=O)(=O)c2ccc(Br)cc2)n1 | -2 | 2
COc1cc(NC(=O)C2COc3ccccc3O2)c(OC)cc1Cl (stereo unspecified) | 20 | -2
CC(C)c1nc(SCC(=O)NCc2ccc3c(c2)OCO3)c2c(=O)n(C)c(=O)n(C)c2n1 | / | 9
NC(N)=NCCCc1cn(CC(=O)N2CCNCC2)nn1 | -9 | /

Gathered by group: the entries above with two or more sulfur atoms (8)
SMILES | RmlCD inh mix | RT RNaseH block
O=C1c2ccsc2SCCN1Cc1ccc(Cl)cc1Cl | -15 | /
O=C(O)CCSc1nc2ccccc2s1 | -7 | 29
COCc1nnc(NC(=O)c2cccs2)s1 | -5 | 2
CN([C@@H](Cc1ccc(OS(=O)(=O)c2cccc3cnccc23)cc1)C(=O)N1CCN(c2ccccc2)CC1)S(=O)(=O)c1cccc2cnccc12 | 6 | /
C=CCSC1=N/C(=C\c2sccc2C)C(=O)S1 | 13 | /
CC(=O)C1=C(C)NC(SCC(N)=O)=C(C#N)C1c1cccs1 (stereo unspecified) | 6 | /
O=S(=O)(Nc1nc2c(s1)CCCC2)c1ccc(Br)cc1 | -12 | /
Cc1csc(NC(=O)CCS(=O)(=O)c2ccc(Br)cc2)n1 | -2 | 2

Going on with the list:
SMILES | RmlCD inh mix | RT RNaseH block
Cc1ccc(-c2nnn(CC(=O)N(Cc3cccs3)C(C(=O)NC(C)(C)C)c3ccc(C)o3)n2)o1 (stereo unspecified) | 25 | 2
C(=N\Nc1ccccc1)/c1ccc(N2CCOCC2)cc1 | -14 | /
CCOc1ccc(Cc2c(Cl)nc(N)nc2Cl)cc1 | -10 | /
COc1ccc(CNC(=S)Nc2cccc(C)c2C)cc1 | 8 | /
Cc1ccc(NC(=O)CN2C(=O)S/C(=C\c3ccc(-c4cccc(C(=O)O)c4C)o3)C2=O)cc1 | 6 | /
COC(=O)c1ccc(NS(=O)(=O)c2ccc3c(c2)oc(=O)n3C)cc1 | 4 | -1
Cc1cc(C)cc(NC(=O)CCNS(=O)(=O)c2ccc3c(c2)oc(=O)n3C)c1 | 31 | -6
Cc1cc(C2C(C#N)=C(N)OC3=C2C(=O)CC(C)(C)C3)c(C)s1 (stereo unspecified) | 9 | /
COc1ccc(-n2nc(C(=O)NCC(=O)NCC3CCCO3)c3ccccc3c2=O)cc1 (stereo unspecified) | -5 | -6
COc1ccc(-c2nc(CSCC(=O)NCc3ccc4c(c3)OCO4)c(C)o2)cc1OC | -12 | -39
COc1ccc(CNC(=O)C(C#N)c2nc3ccccc3nc2N2CCCC2)cc1 (stereo unspecified) | -4 | -28
C1CNCCOCCNCCN1 | -19 | /
CCC1CCCCN1C(=O)CSc1nc2c(cnn2-c2ccc(C)cc2)c(=O)[nH]1 (stereo unspecified) | -7 | -16
O=C(CCN1C(=O)c2ccccc2C1=O)OCN1C(=O)c2ccccc2C1=O | -7 | -52
CCN(CCCNC(=O)COc1cc(=O)n(CC)c2ccccc12)Cc1ccccc1 | -7 | 1
C=CCSc1nnc(C)n1-c1ccc(Cl)cc1 | -3 | -7
CCOc1ccccc1NC(=O)C1CCC(CNc2c(N3CCOCC3)c(=O)c2=O)CC1 (stereo unspecified) | -9 | -2
Cc1noc(NC(=O)c2ccc(F)cc2)c1C#N | 6 | /
CCOc1ccc(N(CC(=O)Nc2nccs2)S(=O)(=O)c2c(C)noc2C)cc1 | -16 | 6
O=C(Nc1ccc(F)cc1F)N1CCN(c2ncccn2)CC1 | -9 | -8
COc1cccc(CN2C(=O)CCC2(C)C(=O)NC2CCCCC2)c1 (stereo unspecified) | -14 | -5
O=C(NC1CCCCC1)N1CCc2[nH]c3ccccc3c2C1 | -11 | -1
Cc1ccc(C)c(NC(=O)CS(=O)(=O)c2c[nH]c3ccccc23)c1 | 1 | 1
Cn1c(Cn2c(=O)sc3ccccc32)nnc1SCc1cccnc1 | -5 | -36
C[C@H](NC(=O)OC(C)(C)C)c1nnc(SCC(=O)c2ccc(Cl)cc2)o1 | -28 | -22
CCOC(=O)c1nn(-c2ccc(OCC)cc2)c2nc(CC(C)C)c(C#N)c(=O)n12 | -13 | /
COc1ccc(C(=O)COC(=O)CCN2C(=O)C3C4CC(C(Br)C4Br)C3C2=O)cc1 (stereo unspecified) | -5 | /
O=C(CN1CCOCC1)NCC(=O)Nc1ccc(Br)cc1C(=O)c1ccccc1 | -10 | /
CCN(CC)c1ccc(NC(=O)c2ccc(Br)o2)cc1 | -14 | 8
Cc1sc(NC(=O)CSc2nnc(-c3ccc(F)cc3)o2)c(C#N)c1C | 5 | 6
Cc1ccc2c(N)c(C(=O)N(c3ccccc3)c3ccccc3)sc2n1 | -13 | /
Cc1nc2ccc(S(=O)(=O)NCC(=O)N3CCCC(C)C3)cc2s1 (stereo unspecified) | -15 | -18
O=C(Nc1nnc(-c2cccs2)o1)c1cccc(F)c1 | 2 | -6
OCC1N=C(c2ccccn2)OC1c1ccccc1 (stereo unspecified) | -89 | 5
CCOc1ccc(NC(=O)Nc2ccc3c(c2)N(C)C(=O)CS3)cc1 | -11 | 9
O=C(CSc1nnnn1C1CCCCC1)NCc1ccccc1 | 5 | /
CCc1noc(C)c1C(=O)Nc1sc(C(=O)N(C)C)c(C)c1C(=O)OC | -52 | -13
COc1ccc(OC)c(NC(=O)CCn2cccc2)c1 | -7 | -9
O=C(NCc1ccccc1)N(Cc1cc2cc3c(cc2[nH]c1=O)OCCO3)CC1CCCO1 (stereo unspecified) | 14 | -2
O=C(Cn1cnnn1)OCC(=O)c1ccc(Cl)s1 | 2 | 5
C/C=C/c1ccc(OCCN2C(=O)NC(C)(C)C2=O)c(OC)c1 | -2 | -3

An excerpt of these results, field by field.
OCC1N=C(c2ccccn2)OC1c1ccccc1 (stereo unspecified)
  RmlCD inh mix: -89
  RT RNaseH block: 5
COc1ccc(C(=O)COC(=O)CCN2C(=O)C3C4CC(C(Br)C4Br)C3C2=O)cc1 (stereo unspecified)
  RmlCD inh mix: -5
  RT RNaseH block: /
